Screens as filed in PubChem.
CHRM1 PAM – positive allosteric modulators of human M1 muscarinic receptor. P11229. CHO-K1 hM1, Fluo-8 calcium fluorescence, ACh EC20; 0% = ACh EC20, 100% = maximal ACh. activation, % at 3 µM. AID 588819. 0.088% of 360,000 active; in the data active means activation above about 19%, passing the limit was not always enough
Target sequence (P11229 whole entry, looked up): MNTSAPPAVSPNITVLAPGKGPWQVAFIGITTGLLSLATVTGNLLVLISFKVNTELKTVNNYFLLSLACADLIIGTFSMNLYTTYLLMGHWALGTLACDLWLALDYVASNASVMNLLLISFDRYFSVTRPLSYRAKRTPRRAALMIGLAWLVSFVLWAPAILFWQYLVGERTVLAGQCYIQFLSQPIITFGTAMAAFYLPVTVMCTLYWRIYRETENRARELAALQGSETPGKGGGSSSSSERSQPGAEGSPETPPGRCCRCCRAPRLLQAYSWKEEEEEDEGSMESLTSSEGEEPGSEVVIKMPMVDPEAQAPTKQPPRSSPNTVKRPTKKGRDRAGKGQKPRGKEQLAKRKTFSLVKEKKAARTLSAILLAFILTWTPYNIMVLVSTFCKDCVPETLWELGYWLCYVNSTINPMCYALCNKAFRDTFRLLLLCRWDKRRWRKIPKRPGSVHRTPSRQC
CHRM4 antagonist – antagonists of human muscarinic M4 receptor (CHRM4) | P08173 | CHO-hM4 cells, ACh EC80, Fluo-8 calcium fluorescence | inhibition, % at 3 µM | 0.73% of 360,000 active;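 active means inhibition above its plate's cutoff, the mean inhibition of sample wells plus 3 SD, cut at about 27% in these data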;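 further: 0% = acetylcholine EC80 with DMSO and 100% = DMSO without agonist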
CHRM1 antagonist – human CHRM1 antagonism; inhibition, % at 3 µM; CHO-K1 hM1, Fluo-8 calcium fluorescence, ACh EC80 antagonist; 1.3% of 360,000 active; P11229;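 active means percent inhibition above its own plate's cutoff, namely the mean of that plate's compound wells plus 3 SD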;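 further: peak over basal fluorescence ratio during 140 s after agonist addition; 0% = ACh EC80 plus DMSO and 100% = DMSO alone without agonist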
CHO parental Ca – counter-screen: ATP calcium response change in parental CHO cells; AID 463079; 0.63% of 330,000 active; parental CHO-K1, ATP-induced calcium, Fluo-8 fluorescence; inhibition, % at 5.6 µM;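 active means inhibition above that plate's mean sample inhibition plus 3 SD, cut at about 26% in these data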;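 further: 0% = ATP-challenged DMSO wells and 100% = DMSO wells without ATP; some compounds past the cut are filed as inactive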
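Assay system – parental CHO cells · Reagent – ATP stimulus · Detection – intracellular calcium via Fluo-8 no-wash fluorescent dye · Evaluation – percent inhibition of ATP-evoked calcium rise, normalized to controls · Controls – ATP wells versus no-ATP DMSO wells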
CHRM1 agonist – human M1 muscarinic receptor agonism; P11229; CHO-K1 hM1, Fluo-8 calcium fluorescence, agonist mode; 0% DMSO, 100% acetylcholine EC100; activation, % at 3 µM; 0.33% of 360,000 active; AID 588814;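 active means activation above the run's mean compound activation plus 3 SD, cut at about 16% in these data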;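 further: peak over basal fluorescence ratio within a 140 s kinetic read after compound addition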
OXTR potentiate – human OXTR potentiation | CHO-OTR cells, Fluo-8 calcium fluorescence, potentiator mode; 0% = oxytocin EC15, 100% = EC100 | AID 2445 | 0.061% of 320,000 active | activation, % at 3 µM;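 active means activation above that plate's cutoff, the mean activation of tested compounds plus 3 SD, cut at about 6.6% in these data, passing the limit was not always enough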;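 further: 100% uses oxytocin at 75 nM as the full agonist control; some results filed as inactive read as strong as hits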
Target sequence (P30559 whole entry, looked up): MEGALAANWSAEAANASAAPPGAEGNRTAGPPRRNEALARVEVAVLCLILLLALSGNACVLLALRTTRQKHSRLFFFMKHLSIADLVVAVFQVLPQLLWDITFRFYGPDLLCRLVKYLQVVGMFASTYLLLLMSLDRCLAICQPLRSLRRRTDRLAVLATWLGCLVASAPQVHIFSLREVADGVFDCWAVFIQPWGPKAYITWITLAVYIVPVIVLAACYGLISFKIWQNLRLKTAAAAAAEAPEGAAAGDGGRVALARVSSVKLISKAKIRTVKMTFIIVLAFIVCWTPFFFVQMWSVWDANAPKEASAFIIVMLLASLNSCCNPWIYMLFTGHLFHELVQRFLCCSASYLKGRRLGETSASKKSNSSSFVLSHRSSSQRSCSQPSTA
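Replication – single well per compound, singlicate · Assay system – CHO cell line stably expressing human OTR · Timing – 6 min pre-incubation, 100 s read · Measure – normalized max/min fluorescence ratio, % activation · Doses – 3.0 µM, one dose · Detection – Fluo-8 calcium dye fluorescence · Probe or stimulus – oxytocin near EC15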
M1 ag parental – M1 agonist counterscreen hit in parental CHO-K1 cells. Fluo-8 calcium fluorescence; scaled to maximal ATP response, vehicle zero. activation, % at 3 µM. 0.48% of 360,000 active. AID 602248; in the data active means activation above about 15%;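 further: untransfected CHO-K1 host cells lacking M1 receptor as counterscreen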
CHRM4 agonist – CHRM4 agonism in calcium assay. P08173. CHO-K1 hM4/Gqi5, Fluo-8 calcium fluorescence; vehicle 0%, full acetylcholine response 100%. activation, % at 3 µM. 0.14% of 360,000 active;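 active means activation above the run mean over all test wells plus 3 SD, cut at about 32% in these data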;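 further: peak over basal fluorescence ratio per well then scaled between controls; 0% = DMSO wells and 100% = acetylcholine at EC100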
CHO-K1 Ca antag – nonselective inhibitor or artifact in parental CHO-K1 cells; inhibition, % at 3 µM; AID 602250; ATP-induced calcium, Fluo-8 fluorescence; 0.6% of 360,000 active;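 active means inhibition above a per-plate cutoff, the plate's mean sample inhibition plus 3 SD, cut at about 24% in these data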;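 further: 0% = DMSO plus EC80 ATP and 100% = DMSO alone without ATP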
Numbers without * were called inactive; . = not tested or not shown.

SMILES	CHRM1 PAM	CHRM4 antagonist	CHRM1 antagonist	CHO parental Ca	CHRM1 agonist	OXTR potentiate	M1 ag parental	CHRM4 agonist	CHO-K1 Ca antag
Cc1occc1C(=O)N1CCCC(CCC(=O)NCc2ccc(F)c(F)c2)C1 (stereo not drawn)	11	-7	-6	-3	-6	-4	0.7	2	-13
S=C(NCc1ccco1)Nc1cccc(Cl)c1Cl	13	7	-19	-12	-5	-4	0.5	0	3
COc1ccc(C(=O)CC(=O)C(=O)Nc2cccc([N+](=O)[O-])c2C)cc1	6	1	1	-24	-4	-10	1.2	2	-14
O=C1CC(N2CCN(c3ccccc3)CC2)C(=O)N1c1ccc2c(c1)OCO2 (stereo not drawn)	6	-6	-11	5	-1	-3	1.2	2	-18
CCOC(=O)Cc1c(C)nc2c(-c3ccccc3OC)c(C)nn2c1C	2	-16	-9	-13	-7	-16	-0.6	0	-15
O=C1c2ccccc2C(=O)N1CCC(=O)N1CCc2ccccc21	-3	3	6	.	-3	.	0.2	0	-1
O=C(COC(=O)c1cccc(NS(=O)(=O)c2ccc(F)c(F)c2)c1)NC(=O)NC1CCCCC1	-5	-3	1	-9	-5	-9	2.8	5	-3
c1ccc(-c2nnc(OCCN3CCOCC3)c3ccccc23)cc1	2	7	0	-29	-4	-18	-0.3	0	-2
Cc1ccnc(NC(=O)CNC(=O)c2ccco2)c1	5	-3	-9	-7	0	0	3.9	1	2
Cc1nc(C(N)=O)c(N)n1CCc1ccccc1	20	0	-8	0	2	2	0.0	0	4
CCOC(=O)N1CCN(c2ccc(N3C(=O)CCCC3=O)cc2[N+](=O)[O-])CC1	12	-5	-15	8	0	1	1.3	1	-9
COc1cc(/C=C/C(=O)OCC(=O)NCCCc2ccccc2)cc(OC)c1OC	2	6	5	-17	-3	-4	0.5	3	-8
Cc1cc(C)cc(NC(=O)C2CCCC2)c1	3	-7	-2	-3	-5	0	-0.8	-2	8
NC(=NCCc1c[nH]c2ccccc12)NC(=O)c1ccc(Cl)cc1	13	4	3	-4	1	-19	1.4	6	-2
COc1ccccc1OCCCC(=O)NCc1ccco1	5	-14	-3	7	-4	-1	0.5	0	-12
CNC(=S)N1CCN(c2c(F)cc3c(=O)c(C(=O)O)cn(C4CC4)c3c2OC)CC1C (stereo not drawn)	7	15	-15	-5	-5	0	0.9	0	-10
CCN1CCN(c2nc3c(C)cccn3c(=O)c2/C=C(\C#N)C(=O)NCCOC)CC1	2	2	-5	0	-4	-17	0.2	1	7
COC(=O)c1ccc(N/C=C/C(=O)c2ccc(OC)c(OC)c2)cc1	-9	-12	20	-15	-5	-6	-0.1	0	-34
CC(C)N1C(=O)c2ccccc2C1C(=O)NCCc1ccccc1 (stereo not drawn)	5	-1	-3	-8	6	-17	9.0	0	2
CCOc1ccc(CCNC(=O)c2cccc3c2C(=O)N(CCOC)C3)cc1OCC	4	-2	-2	-18	-4	-12	1.0	2	-9

Quoted from the results shown (17 entries):
SMILES	CHRM1 PAM	CHRM4 antagonist	CHRM1 antagonist	CHO parental Ca	CHRM1 agonist	OXTR potentiate	M1 ag parental	CHRM4 agonist	CHO-K1 Ca antag
S=C(NCc1ccco1)Nc1cccc(Cl)c1Cl	13	7	-19	-12	-5	-4	0.5	0	3
COc1ccc(C(=O)CC(=O)C(=O)Nc2cccc([N+](=O)[O-])c2C)cc1	6	1	1	-24	-4	-10	1.2	2	-14
O=C1CC(N2CCN(c3ccccc3)CC2)C(=O)N1c1ccc2c(c1)OCO2 (stereo not drawn)	6	-6	-11	5	-1	-3	1.2	2	-18
CCOC(=O)Cc1c(C)nc2c(-c3ccccc3OC)c(C)nn2c1C	2	-16	-9	-13	-7	-16	-0.6	0	-15
O=C1c2ccccc2C(=O)N1CCC(=O)N1CCc2ccccc21	-3	3	6	.	-3	.	0.2	0	-1
O=C(COC(=O)c1cccc(NS(=O)(=O)c2ccc(F)c(F)c2)c1)NC(=O)NC1CCCCC1	-5	-3	1	-9	-5	-9	2.8	5	-3
c1ccc(-c2nnc(OCCN3CCOCC3)c3ccccc23)cc1	2	7	0	-29	-4	-18	-0.3	0	-2
Cc1ccnc(NC(=O)CNC(=O)c2ccco2)c1	5	-3	-9	-7	0	0	3.9	1	2
Cc1nc(C(N)=O)c(N)n1CCc1ccccc1	20	0	-8	0	2	2	0.0	0	4
CCOC(=O)N1CCN(c2ccc(N3C(=O)CCCC3=O)cc2[N+](=O)[O-])CC1	12	-5	-15	8	0	1	1.3	1	-9
COc1cc(/C=C/C(=O)OCC(=O)NCCCc2ccccc2)cc(OC)c1OC	2	6	5	-17	-3	-4	0.5	3	-8
Cc1cc(C)cc(NC(=O)C2CCCC2)c1	3	-7	-2	-3	-5	0	-0.8	-2	8
NC(=NCCc1c[nH]c2ccccc12)NC(=O)c1ccc(Cl)cc1	13	4	3	-4	1	-19	1.4	6	-2
COc1ccccc1OCCCC(=O)NCc1ccco1	5	-14	-3	7	-4	-1	0.5	0	-12
CNC(=S)N1CCN(c2c(F)cc3c(=O)c(C(=O)O)cn(C4CC4)c3c2OC)CC1C (stereo not drawn)	7	15	-15	-5	-5	0	0.9	0	-10
CCN1CCN(c2nc3c(C)cccn3c(=O)c2/C=C(\C#N)C(=O)NCCOC)CC1	2	2	-5	0	-4	-17	0.2	1	7
COC(=O)c1ccc(N/C=C/C(=O)c2ccc(OC)c(OC)c2)cc1	-9	-12	20	-15	-5	-6	-0.1	0	-34

(continued)
SMILES	CHRM1 PAM	CHRM4 antagonist	CHRM1 antagonist	CHO parental Ca	CHRM1 agonist	OXTR potentiate	M1 ag parental	CHRM4 agonist	CHO-K1 Ca antag
CCc1ccccc1NC(=O)c1ccc(F)c(S(=O)(=O)N2CCC(C(N)=O)CC2)c1	5	0	-9	-17	-5	-2	1.8	2	-3
O=S(=O)(c1ccccc1)N1CCN(c2ncnc3scc(-c4ccccc4)c23)CC1	0	-6	9	-13	-2	-12	-0.1	4	-1
O=C(CN1CCN(Cc2ccccc2Cl)CC1)N/N=C/C=C/c1ccco1	0	10	10	-19	-6	2	1.4	0	-3
COc1ccccc1N(C)S(=O)(=O)c1ccc(C(=O)NCc2ccc3c(c2)OCO3)cc1	-8	10	18	13	-5	-29	8.4	18	9
CC1C(=O)N(Cc2cn(CCC3OCCO3)nn2)CCS(=O)(=O)N1Cc1ccc(-c2ccncc2)cc1 (stereo not drawn)	7	-27	-14	.	-3	.	-0.2	1	1
COc1ccc2nc(C)cc(Nc3cccc(C(=O)O)c3)c2c1	5	10	-5	-3	-2	-5	0.1	1	10
Cc1ccc(C(=O)C=Cc2cccc(C)c2)cc1	0	-5	-3	.	-2	.	-0.5	-1	-8
O=C(COC(=O)c1ccccc1)NCc1cccs1	-2	-1	7	-6	-5	0	0.3	1	5
O=C(COc1ccccc1Cl)Nc1ccccc1C(=O)N1CCCCC1	10	-6	-17	-22	-2	-4	1.2	5	-2
CCN1C(=O)[C@H]2[C@@H](c3ccc(-c4ccc5c(c4)OCO5)cc3)N3CCC[C@@]3(C(=O)OC)[C@H]2C1=O	3	-1	4	-13	2	-6	2.6	10	8
O=c1oc2ccccc2c(Nc2cccc3cccnc23)c1[N+](=O)[O-]	-2	0	7	-21	-9	-15	-0.1	0	7
CCCCCCCC(=O)N1CCN(c2cc3c(cc2F)c(=O)c(C(=O)O)cn3CC)CC1	8	0	-8	.	-2	.	4.1	20	-9
Cc1ccc(-c2nc3c4ccccc4ccn3c2Cc2ccsc2)cc1	7	9	-25	.	-3	.	0.7	-2	-9
COc1ccc(-n2nnc3c(=O)n(CC(=O)N4CCC(C)CC4)cnc32)cc1	0	2	-6	-17	0	-5	-0.1	1	23
C=CCn1c(SCC(=O)Nc2cc(Cl)ccc2C(=O)O)nc2sc(C)c(C)c2c1=O	7	-12	-3	-4	-2	0	-0.2	1	-8
O=C(NCc1ccc(N2CCCC2=O)cc1)Nc1cccc(Cl)c1	2	-4	0	0	-4	-8	4.4	5	-8
O=C(CSc1nc2c(cnn2-c2ccccc2)c(=O)[nH]1)NC1CCS(=O)(=O)C1 (stereo not drawn)	1	-3	0	-2	-7	1	1.3	1	-3
Cc1sc(-n2c(C)ccc2C)c(C#N)c1C	12	-11	-8	-6	-6	-5	0.1	0	-33
CC(C)Oc1cc(C(=O)NC2CCCCC2)c2ccccc2n1	8	4	-6	-26	-5	-5	-0.4	0	11
C=CCNC(=O)C(C(=O)OCC)C1CCCCC1 (stereo not drawn)	4	2	-13	-10	-2	-5	-0.1	0	1
O=C(CSCc1ccccc1)NC1CCSC1=O (stereo not drawn)	0	-3	-1	-12	-5	-8	0.1	0	-12
O=C1c2ccccc2C(=O)N1Cc1nc2ccccc2o1	9	-4	-12	10	-3	-15	0.6	1	-10
Cc1ccc(CSc2nc3ccncc3[nH]2)cc1	4	-19	-17	-10	1	-6	1.2	1	-18
Cc1ccc(S(=O)(=O)N2CCCCC2)cc1NC(=O)CCN1C(=O)C2CC=CCC2C1=O (stereo not drawn)	10	-11	-13	-20	-2	-7	0.7	2	-22
COc1ccc(S(N)(=O)=O)cc1C(=O)NCC1(N2CCCCC2)CCCCC1	8	-16	-11	-2	-3	-8	0.3	1	2
CN(CC1CCCO1)S(=O)(=O)c1ccc(C(=O)Nc2ccccc2F)cc1 (stereo not drawn)	-3	-1	11	-9	-2	-10	1.4	3	0
COc1ccc(CN2CCC(=O)N([C@H](CO)c3ccccc3)CC2)cc1OC	2	6	1	-8	-6	-2	0.9	1	-19
COc1ccccc1OCC(=O)Nc1ccc2c(c1)n(C)c(=O)n2C	1	-6	0	-6	-4	-4	0.6	3	-11
COc1ccccc1N1CCN(C(c2ccc(C)cc2)c2nnnn2C(C)C)CC1 (stereo not drawn)	6	-10	-9	-3	-5	-15	0.2	1	-9
CC(SC(=S)N1CCCC1)C(=O)O (stereo not drawn)	2	1	-6	1	-4	-8	-0.1	1	-8
COc1ccc(CN(C(=O)c2cccs2)c2ccccc2C(=O)O)cc1	4	-5	-12	-12	-5	-3	0.3	1	-14
Cc1cccc(NC(=O)CNC(=O)COC(=O)c2ccco2)c1C	7	8	-1	-6	2	-3	5.8	1	0
Cn1c(COc2ccccc2Br)nc2ccccc21	12	-4	-14	-13	-2	-5	0.6	-1	-9
COc1cc(OC)cc(C(=O)Nc2nc(-c3ccccc3)c(-c3ccccc3)o2)c1	3	-9	-11	-11	-5	-3	-0.3	1	-6
O=C(COc1ccccc1)NC(=S)Nc1cccc2c(O)cccc12	3	-4	3	.	19*	.	6.9	14	-6
CCOc1ccc(NS(=O)(=O)c2ccc(OCC(=O)NCCCOC)cc2)cc1	6	-5	-7	-9	0	-4	2.1	2	-16
